# Source: PubChem
# LYP inhibition – LYP phosphatase inhibitors, primary screen, biochemical, DiFMUP fluorescence, recombinant catalytic domain, 10 µM (AID 606). 52,000 tested, under 10 active. recombinant LYP catalytic domain, DiFMUP fluorescence; higher % means a stronger effect. one-dose inhibition, % at 10 µM; IC50 in µM for titrated hits;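 active = IC50 under 40 µM in the dose-response test; inactive = IC50 of 40 µM or more, or never dose-tested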
# PMK inhibit – S. pneumoniae PMK inhibitors, primary screen, biochemical, mevalonate pathway, pilot trial included | inhibition, % at 10 µM | 65,000 compounds, 0.49% hits | phosphomevalonate kinase (Streptococcus pneumoniae D39) | purified PMK, PK/LDH-coupled NADH absorbance 340 nm;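 active = top-ranked compounds by inhibition in the single 10 µM screen, taking a fixed number of the strongest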;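 also: 0% = full reaction with DMSO carrier and 100% = background rate without enzyme reaction; no value below 0 was filed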
# HPDE-C7 cytotoxicity – cytotoxicity in HPDE-C7 cells, cell-based, fluorescence, HTS (AID 430); HPDE-C7 pancreatic duct cells viability, fluorescence; higher % means a stronger effect; one-dose cytotoxicity, % at 10 µM; EC50 in µM for titrated hits; 63,000 compounds, 1.8% hits;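 also: cells exposed to compound for 48 hours before viability readout; 0% = vehicle and 100% = reference cytotoxic drug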
# HT1080 viability – cytotoxicity in HT1080 fibrosarcoma cells, cell-based, fluorescence readout (AID 620) | HT1080 viability, fluorescence; higher % means a stronger effect | cytotoxicity, % at 10 µM; hits with a dose series show EC50 in µM | 87,000 compounds, 0.42% hits;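 also: cells exposed to compound overnight then 4 h with Alamar Blue; 0% = vehicle DMSO and 100% = killing control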
# Bfl-1 inhibitors – Bfl-1 inhibitors, primary screen, biochemical, fluorescence polarization, FITC-Bid, mouse (AID 432); 64,000 compounds, 0.02% hits; Bcl-2-related protein A1 (Mus musculus); FITC-Bid BH3 peptide fluorescence polarization displacement; higher % means a stronger effect; displacement, % at 20 µM, or IC50 in µM where a hit was titrated; in the data active = a potency from the dose series; inactive = the rest, 99 in 100 with displacement below about 15%; also: strong numbers were not always called active
# HPDE-C7K KRASV12 – cytotoxicity in KRAS-transformed pancreatic duct cells, primary screen, cell-based, fluorescence, HTS (AID 431) | one-dose cytotoxicity, % at 10 µM; EC50 in µM for titrated hits | HPDE-C7K KRASV12 cells, Alamar Blue viability, 48 h; higher % means a stronger effect | 63,000 compounds, 1.7% hits;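 active = compounds whose percent cytotoxicity in the single-dose primary screen, scaled between solvent and toxic-drug controls, exceeds 50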;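 also: 0% = DMSO solvent wells and 100% = doxorubicin-treated wells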
# Spn DPM-DC inh – S. pneumoniae DPM-DC inhibitors, primary screen, biochemical, PK/LDH-coupled NADH fluorescence; diphosphomevalonate decarboxylase (Streptococcus pneumoniae D39); purified DPM-DC; calls only at 10 µM; 65,000 compounds, 0.49% hits; AID 556, 2006;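 active = the 320 compounds with the highest percent inhibition in the single-dose primary screen, excluding strongly autofluorescent ones, cut at about 32% in these data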;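 also: kinetic rate of NADH fluorescence loss reporting ADP formed by the decarboxylase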
# MK inhibit – S. pneumoniae MK inhibitors, primary screen, biochemical, PK/LDH-coupled NADH absorbance; purified MK, PK/LDH-coupled NADH absorbance 340 nm; mevalonate kinase [Streptococcus pneumoniae D39]; inhibition, % at 10 µM; 65,000 compounds, 0.48% hits;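 active = ranked among the strongest by inhibition in the single 10 µM screen, a fixed top-ranked set picked for dose follow-up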; also: no value below 0 was filed
# TNAP inhibition – human TNAP enzyme inhibitors, biochemical, luminescent (AID 518); one-dose inhibition, % at 20 µM; IC50 in µM for titrated hits; 64,000 compounds, 0.09% hits; Alkaline phosphatase, tissue-nonspecific isozyme (Homo sapiens); purified TNAP enzyme, luminescent substrate readout; higher % means a stronger effect; in the data active = a potency from the dose series; inactive = the rest, 99 in 100 with inhibition below about 22%;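 also: plate controls were vehicle for no effect and reference inhibitor for full effect; many of its hits are not listed in these tables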
# PMK inhibit pilot replicates – also measured in PMK inhibit; calls as there; inhibition, %; measured here: pilot screen replicates
# MK inhibit pilot replicates – also measured in MK inhibit; calls as there; inhibition, %; measured here: pilot screen replicates
# Spn DPM-DC inh pilot screen % – second read-out of Spn DPM-DC inh, no call of its own (marks repeat the call); inhibition, %; measured here: pilot screen trials
# Starred values were filed as active, the others as inactive; i = inactive; . = not tested or not shown; + = active, no number. Rule as the data show it, unless noted: active = cytotoxicity above about 50%; inactive = the rest.
SMILES,LYP inhibition,PMK inhibit,HPDE-C7 cytotoxicity,HT1080 viability,Bfl-1 inhibitors,HPDE-C7K KRASV12,Spn DPM-DC inh,MK inhibit,TNAP inhibition,others
CCn1c(SCC(=O)Nc2cc(C)on2)nnc1-c1ccc(S(=O)(=O)N2CCCC2)cc1,.,9.0,-2.1%,10.8%,-3.3%,-14.7%,i,9.0,12.8%,
Cc1cccc(Cn2cnc3c(nnn3Cc3ccccc3F)c2=O)c1,-11.2%,8.0,-16.8%,4.2%,3.4%,1.8%,i,2.0,8.1%,
O=C(Nc1ccccc1C(=O)N1CCCCC1)C1CCCCC1,4.8%,8.0,6.5%,1.2%,-2.3%,3.0%,i,13.0,11.5%,
CCOC(=O)N1CCN(C(=O)COc2cc(=O)n(CC)c3ccccc23)CC1,4.8%,19.0,0.3%,-0.6%,-2.7%,5.3%,i,3.0,6.0%,
O=C1c2ccccc2C(=O)N1CCN1CCOCC1,7.8%,0.0,8.5%,-1.1%,4.1%,-1.3%,i,5.0,6.3%,
CCn1c(C)csc1=NC(=O)c1ccccc1O,12.1%,13.0,2.5%,29.9%,-9.5%,1.8%,i,8.0,0.7%,
Nc1nc(CSc2nc3ccccc3[nH]2)nc(N2CCOCC2)n1,5.8%,16.0,15.5%,0.9%,-8.1%,9.3%,i,11.0,18.1%,PMK inhibit pilot replicates=2.5;MK inhibit pilot replicates=4.0;Spn DPM-DC inh pilot screen %=2.5
O=C(COC(=O)c1n[nH]c2ccccc12)NC(=O)NCc1ccco1,11.3%,11.0,-1.6%,-1.1%,-2.0%,-1.4%,i,1.0,14.7%,
CC(=O)Nc1ccc(S(=O)(=O)CCC#N)cc1,-8.1%,14.0,6.6%,-8.9%,5.0%,10.7%,i,0.0,18.3%,PMK inhibit pilot replicates=3.5;MK inhibit pilot replicates=2.5;Spn DPM-DC inh pilot screen %=0.5
CCCSc1nc(C)cc(=O)[nH]1,-4.6%,6.0,1.4%,3.6%,-5.2%,0.3%,i,10.0,9.1%,

# Five entries drawn at random from the list so far, as already listed:
SMILES,LYP inhibition,PMK inhibit,HPDE-C7 cytotoxicity,HT1080 viability,Bfl-1 inhibitors,HPDE-C7K KRASV12,Spn DPM-DC inh,MK inhibit,TNAP inhibition,others
CC(=O)Nc1ccc(S(=O)(=O)CCC#N)cc1,-8.1%,14.0,6.6%,-8.9%,5.0%,10.7%,i,0.0,18.3%,PMK inhibit pilot replicates=3.5;MK inhibit pilot replicates=2.5;Spn DPM-DC inh pilot screen %=0.5
Cc1cccc(Cn2cnc3c(nnn3Cc3ccccc3F)c2=O)c1,-11.2%,8.0,-16.8%,4.2%,3.4%,1.8%,i,2.0,8.1%,
O=C1c2ccccc2C(=O)N1CCN1CCOCC1,7.8%,0.0,8.5%,-1.1%,4.1%,-1.3%,i,5.0,6.3%,
O=C(COC(=O)c1n[nH]c2ccccc12)NC(=O)NCc1ccco1,11.3%,11.0,-1.6%,-1.1%,-2.0%,-1.4%,i,1.0,14.7%,
CCCSc1nc(C)cc(=O)[nH]1,-4.6%,6.0,1.4%,3.6%,-5.2%,0.3%,i,10.0,9.1%,

# Later entries.
SMILES,LYP inhibition,PMK inhibit,HPDE-C7 cytotoxicity,HT1080 viability,Bfl-1 inhibitors,HPDE-C7K KRASV12,Spn DPM-DC inh,MK inhibit,TNAP inhibition,others
COc1cc2c(C(=O)NCc3ccccn3)cn(CC(C)C)c(=O)c2cc1OC,-15.8%,5.0,3.2%,10.5%,-3.7%,12.5%,i,5.0,2.5%,
CCN(CC)S(=O)(=O)c1cccc(C(=O)OCc2cc(=O)n3nc(C)sc3n2)c1,.,10.0,-10.9%,2.9%,8.6%,-9.9%,i,1.0,5.0%,
CCC(c1nnnn1Cc1ccco1)N(Cc1cc2cc(C)cc(C)c2[nH]c1=O)CC1CCCO1 (stereo not given),.,5.0,7.5%,-6.3%,7.3%,12.2%,i,7.0,2.4%,
Cc1cc(NC(=O)c2cnccn2)no1,7.7%,0.0,-12.4%,3.0%,9.5%,-16.7%,i,9.0,0.1%,
COCCCNC(=O)c1cc2c(s1)CS(=O)(=O)C2,1.1%,0.0,-6.8%,.,-5.0%,0.5%,i,12.0,7.2%,
CCN(C(=O)c1cn(C)c(=O)c2cc(OC)c(OC)cc12)c1ccccc1C,.,6.0,-3.0%,24.6%,4.7%,13.2%,i,i,11.7%,PMK inhibit pilot replicates=0.0;MK inhibit pilot replicates=0.0;Spn DPM-DC inh pilot screen %=1.0
O=C(c1ccc(=O)[nH]c1)N(Cc1ccco1)C1(C(=O)NC2CCCC2)CCCCC1,.,5.0,-27.7%,.,-11.7%,-10.0%,i,6.0,13.0%,PMK inhibit pilot replicates=3.0;MK inhibit pilot replicates=1.0;Spn DPM-DC inh pilot screen %=0.0
CCOc1ccc(NC(C)c2cc(Cl)ccc2O)cc1 (stereo not given),1.8%,3.0,9.0%,-2.3%,5.1%,11.4%,i,1.0,6.4%,
COCC(=O)Nc1nnc(Cc2ccc(OC)c(OC)c2)s1,.,4.0,-8.1%,-0.3%,7.1%,-16.7%,i,0.0,10.5%,
COc1ccc(NC(=O)CN2C(=O)CC(C)(C)S(=O)(=O)c3ccccc32)cc1,16.1%,1.0,-2.2%,1.1%,-6.2%,-1.4%,i,3.0,8.9%,
CCOC(=O)c1c(C)[nH]c(C(=O)CN2CC(C)OC(C)C2)c1C (stereo not given),9.3%,10.0,4.5%,1.5%,-5.8%,-2.2%,i,5.0,7.9%,
CC(=O)C(Sc1ncnc2c1nnn2-c1ccc(F)cc1)C(=O)N(C)C (stereo not given),2.7%,5.0,-3.1%,-4.8%,11.5%,-6.0%,i,5.0,20.9%,PMK inhibit pilot replicates=2.0;MK inhibit pilot replicates=0.0;Spn DPM-DC inh pilot screen %=6.0
CC1(C)Oc2ccc(C(=O)N3CCCCC3)cc2N(CC(=O)NCc2ccccc2)C1=O,7.8%,0.0,.,-28.2%,-8.1%,.,i,0.0,3.0%,
CC(=O)c1cccc(N2C(=NC(=O)C(C)C)SC3CS(=O)(=O)CC32)c1 (stereo not given),.,5.0,-4.1%,2.3%,-0.8%,-8.5%,i,1.0,1.3%,
COc1cccc(C2C(C(=O)c3cc4ccccc4o3)=C(O)C(=O)N2CCN(C)C)c1OC (stereo not given),18.0%,6.0,-7.8%,-7.5%,-3.4%,-11.6%,i,2.0,19.0%,PMK inhibit pilot replicates=1.5;MK inhibit pilot replicates=0.0;Spn DPM-DC inh pilot screen %=3.0
Cc1ccc(-n2nnnc2SCC(N)=O)c(C)c1,.,15.0,.,-0.6%,6.1%,.,i,11.0,-2.3%,
O=C(CCNS(=O)(=O)c1ccc2c(c1)CCC(=O)N2)Nc1ccc2c(c1)OCCO2,5.3%,17.0,.,-5.0%,2.3%,.,i,0.0,11.4%,
CCSc1nc2c(cnn2-c2ccc(C)cc2)c(=O)[nH]1,-14.3%,9.0,9.1%,-2.7%,5.0%,10.7%,i,12.0,13.3%,
COC(=O)c1sc(NC(=O)C2CCCCC2C(=O)O)c(C(=O)OC)c1C (stereo not given),4.0%,9.0,1.6%,-6.0%,-1.0%,7.2%,i,12.0,10.3%,
COc1ccc(OC)c(C(=O)c2ccc(C(=O)O)cc2)c1,8.3%,18.0,-11.5%,4.7%,1.0%,-0.9%,i,2.0,2.8%,PMK inhibit pilot replicates=4.5;MK inhibit pilot replicates=3.5;Spn DPM-DC inh pilot screen %=0.5
CN(C(=O)c1c(Cl)nc2sccn12)C1CCCCC1,0.6%,0.0,5.3%,-4.8%,-5.7%,18.5%,i,6.0,16.8%,PMK inhibit pilot replicates=1.5;MK inhibit pilot replicates=0.0;Spn DPM-DC inh pilot screen %=2.0
COC(=O)c1nc(NC(=O)c2ccc(Cl)cc2)n[nH]1,2.1%,10.0,-16.1%,-2.4%,0.5%,-5.7%,i,0.0,10.0%,
Cc1csc(SCC(=O)Nc2cccc3nsnc23)n1,12.4%,10.0,32.2%,-0.5%,-12.0%,29.9%,i,9.0,17.2%,
COCCNC(=O)C(c1ccc(C)o1)N(CC1CCCO1)C(=O)Cn1nnc2ccccc21 (stereo not given),.,4.0,-3.9%,0.1%,1.1%,0.0%,i,.,7.9%,
COc1cc2c(cc1OC)/C(=C/C(=O)N1CCOCC1)NC(C)(C)C2,9.1%,1.0,-5.5%,4.7%,-1.1%,2.7%,+,6.0,8.6%,
COc1ccc(S(=O)(=O)n2c(CCN3CCOCC3)nc3ccccc32)cc1,1.1%,5.0,-4.7%,-5.1%,-5.4%,4.3%,i,4.0,2.6%,
O=C(NCc1ccco1)c1ccccc1Br,-33.6%,0.0,-18.8%,-2.0%,-6.4%,-16.1%,i,17.0,12.7%,
COc1ccc(-c2sccc2C(C)C(=O)O)cc1 (stereo not given),.,17.0,-10.7%,0.3%,-2.1%,-16.6%,i,9.0,10.9%,
Cc1cc(NC(=O)c2cc(-c3cccs3)nc3ccccc23)no1,7.1%,4.0,13.3%,-3.6%,2.6%,2.6%,.,5.0,13.0%,
CCn1nnc(C(=O)O)c1C(=O)O,14.3%,0.0,-4.8%,-3.8%,0.1%,-9.0%,i,10.0,6.9%,
COc1ccc(Cn2nnnc2C(c2cccs2)N2CCN(c3ccccc3)CC2)cc1 (stereo not given),9.0%,7.0,-4.3%,0.2%,4.4%,-14.8%,i,3.0,8.5%,
O=c1c2c3nc4ccccc4nc3n(/N=C/c3cccs3)c2ncn1-c1ccccc1,13.6%,2.0,-19.9%,-8.7%,-6.2%,28.1%,i,5.0,11.5%,
Cc1cccc(OCCOCCSc2ncccn2)c1,0.0%,13.0,0.4%,-12.9%,-2.5%,-3.0%,i,6.0,-2.0%,
N#CCCN1CCN(C(CNS(=O)(=O)c2ccc(Cl)cc2)c2ccccc2)CC1 (stereo not given),10.8%,13.0,.,-2.4%,-7.7%,.,i,2.0,6.2%,
CC(C)=CC(=O)Nc1ccc2c(c1)OCO2,13.6%,8.0,-8.4%,10.2%,-0.5%,-15.4%,i,4.0,7.5%,
O=C(CN1C(=O)c2cccc3cccc1c23)N1CCc2ccccc2C1,.,11.0,.,0.0%,.,.,i,12.0,.,
O=C(COC(=O)c1cccnc1Nc1ccccc1F)NCc1ccc2c(c1)OCO2,6.3%,13.0,-10.1%,-1.6%,-4.8%,-14.0%,i,0.0,12.8%,
CC(NC(=O)Cn1cnnn1)C12CC3CC(CC(C3)C1)C2 (stereo not given),.,0.0,8.8%,17.9%,-2.0%,-7.2%,i,9.0,5.0%,
CCN(CC)CCCN1C(=O)C(O)=C(C(=O)c2cc3ccccc3o2)C1c1ccccn1 (stereo not given),8.4%,9.0,6.8%,1.0%,-3.2%,7.1%,i,9.0,6.5%,
